Assay outcomes deposited in PubChem BioAssay by National Center for Advancing Translational Sciences (NCATS).
D2 potentiator: positively modulates the human D2 dopamine receptor allosterically | P14416 | HEK293 T-REx D2, calcium flux, EC20 dopamine potentiation | potentiation, % at 10 µM | 340,000 compounds, 0.34% hits;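 active = potentiation over 3 SD above the plate norm, cut at about 30% in these data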; note: 0% is about no effect
Target sequence (P14416 whole entry, looked up): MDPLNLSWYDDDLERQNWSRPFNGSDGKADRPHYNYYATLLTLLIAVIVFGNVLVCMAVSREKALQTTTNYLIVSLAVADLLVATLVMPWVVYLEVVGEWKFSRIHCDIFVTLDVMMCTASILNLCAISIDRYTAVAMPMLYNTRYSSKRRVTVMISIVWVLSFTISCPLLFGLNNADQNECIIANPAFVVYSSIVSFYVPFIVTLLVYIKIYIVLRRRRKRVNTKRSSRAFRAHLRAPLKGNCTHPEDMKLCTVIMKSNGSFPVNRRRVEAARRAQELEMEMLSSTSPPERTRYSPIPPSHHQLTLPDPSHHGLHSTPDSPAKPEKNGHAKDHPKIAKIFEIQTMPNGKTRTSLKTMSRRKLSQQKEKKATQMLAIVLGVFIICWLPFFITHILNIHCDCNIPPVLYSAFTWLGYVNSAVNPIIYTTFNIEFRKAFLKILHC
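Potentiation of an EC20 dopamine calcium response is measured in a force-coupled, tetracycline-inducible Hek293 Trex D2 line. Compound-only kinetic reads over 180 s flag agonists before dopamine addition.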
TRHR enhancer: allosterically enhances the human TRH receptor | P34981 | TRHR cells, fluo-8 calcium fluorescence, EC20 TRH enhancement | enhancement, % at 2 µM | 360,000 compounds, 0.66% hits | AID 493056; in the data active = enhancement above about 30%; note: 0% is about no effect
Target sequence (P34981 whole entry, looked up): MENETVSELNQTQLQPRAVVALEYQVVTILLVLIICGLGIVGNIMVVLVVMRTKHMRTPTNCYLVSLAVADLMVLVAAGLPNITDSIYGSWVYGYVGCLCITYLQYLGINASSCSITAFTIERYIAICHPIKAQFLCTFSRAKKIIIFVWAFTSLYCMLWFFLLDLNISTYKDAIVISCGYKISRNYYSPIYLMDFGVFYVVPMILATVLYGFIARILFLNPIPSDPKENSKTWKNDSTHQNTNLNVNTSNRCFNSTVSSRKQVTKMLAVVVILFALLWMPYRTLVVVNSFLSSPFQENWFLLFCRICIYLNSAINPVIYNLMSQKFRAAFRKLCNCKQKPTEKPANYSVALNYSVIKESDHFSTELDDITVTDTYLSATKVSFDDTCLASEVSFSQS
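TRHR-expressing cells loaded with fluo-8 calcium dye were read kinetically (ex 480/em 530) during compound addition, then stimulated with an EC20 of TRH (10 nM final). Enhancement of the Gq-mediated intracellular calcium response was scored.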
D1 antag: human D1 dopamine receptor antagonism; HEK293 TREx D1 cells, calcium flux, dopamine EC80; active compounds read low; activity change, negative = inhibition, % at 10 µM; 360,000 compounds, 3.2% hits; in the data active = activity change below about -30%; note: % is set by controls: 0 for no effect and ±100 for the full control effect
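Tetracycline-induced HEK293 Trex D1 cells, force-coupled to calcium, dye-loaded; compounds added and read 180 s, then EC80 dopamine added and calcium flux tracked kinetically another 180 s.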
D1 ag: agonists of human D1 dopamine receptor. P21728. HEK293 T-REx D1 cells, calcium flux, agonist mode. activation, % at 2 µM. 360,000 compounds, 1% hits. AID 504660; note: 0% is about no effect
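Inducible HEK293 T-REx D1 cells, force-coupled to calcium signalling, were plated at 4000 cells/well with tetracycline and held overnight at 30 C. After no-wash calcium dye loading, compound-evoked calcium rise over 180 s flagged agonists.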
TRHR agonist: TRH receptor (human) agonism | TRHR cells, calcium flux fluo-8, FDSS agonist mode | 360,000 compounds, 0.18% hits | AID 493084 | P34981 | activation, % at 2 µM; note: 0% is about no effect
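Agonist-mode FDSS calcium read (Ex 480/Em 530, 1 s cycles) in 1536-well TRHR cells with fluo-8 dye, after 10-cycle baseline and 23 nL compound addition; TRH at EC20 (10 nM final) added afterwards for the enhancer phase.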
D1 potentiator: human D1 dopamine receptor positive modulation; P21728; 360,000 compounds, 0.036% hits; AID 504651; HEK293 TREx D1 cells, calcium flux, dopamine EC20 potentiation; potentiation, % at 10 µM; in the data active = potentiation above about 30%; note: 0% is about no effect
D2 antagonist: antagonists of human D2 dopamine receptor; P14416; HEK293 TREx D2 cells, calcium flux, dopamine EC80; inhibition, % at 10 µM; 340,000 compounds, 2% hits; AID 485344; in the data active = inhibition above about 30%; note: 0% is about no effect
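In this primary screen, negative modulation is detected by tracking calcium flux after an EC80 dopamine challenge in inducible HEK293 T-REx D2 cells preexposed to test compound for 180 s.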
D2 agonist: activates the human D2 dopamine receptor | P14416 | HEK293 T-REx D2 cells, calcium flux agonist mode | activation, % at 2 µM | 340,000 compounds, 0.53% hits;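 active = activation over 3 SD above normal in the single-dose calcium agonist read, cut at about 30% in these data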; note: 0% is about no effect
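HEK293 Trex D2 cells, tetracycline-induced, o/n 30 C 5% CO2; no-wash Ca dye, RT 30–90 min; 10-cycle baseline, 23 nl cpd added, kinetic Ca read 180 s; agonist hits = positive Ca response.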
RXFP1 antag: antagonists of human relaxin receptor RXFP1; Q9HBX9; HEK293-RXFP1, relaxin-stimulated cAMP HTRF, 30 min; active compounds read low; activity change, negative = inhibition, % at 57.5 µM; 350,000 compounds, 0.59% hits;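 active = activity change of -60% or lower, but not beyond a set lower limit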; note: % is set by controls: 0 for no effect and ±100 for the full control effect
* = called active by the depositor; x = no result given. Cut-off read from the data, not from the text of the source, unless noted: active = activation above about 30%; inactive = the rest.

SMILES	D2 potentiator	TRHR enhancer	D1 antag	D1 ag	TRHR agonist	D1 potentiator	D2 antagonist	D2 agonist	RXFP1 antag
O=C(CCNC(=O)C1CCN(S(=O)(=O)c2ccc(F)cc2)CC1)NCCc1ccc(Cl)cc1	14.6	-2.6	-3.2	2.2	-0.1	-1.0	6.8	5.1	7.6
Cc1cc2oc(C(=O)NCc3ccncc3)c(C)c2cc1C	4.0	29.8	-36.4*	-0.2	-0.3	-1.6	13.7	-1.8	x
O=C(Nc1sc2c(c1C(=O)N1CCCCC1)CCCC2)c1ccccc1Cl	6.8	-4.7	-0.4	-3.1	0.3	0.1	x	1.5	-2.2
O=C(c1cccc(Cl)c1)N1CCN(C2CCCCC2)CC1	2.2	-7.2	0.3	19.0	0.1	-4.3	-3.7	-0.2	5.0
CCN1CCCC1CNC(=O)c1ccc2c(c1)N(Cc1cccc(Cl)c1)C(=O)c1ccccc1S2(=O)=O (configuration not stated)	-15.1	-16.8	-23.3	19.0	4.7	-3.9	11.1	1.2	-25.2
COC(=O)c1c(NC(=O)c2ccc(N(C)S(=O)(=O)c3ccc(C)cc3)cc2)sc2c1CCCC2	-7.5	0.8	5.7	7.3	1.0	-10.8	7.8	0.9	-1.0
CCc1ccccc1NC(=O)N[C@H](C(=O)O)C(C)CC (some centres not stated)	-9.6	5.4	4.3	3.4	1.3	-0.3	-6.0	0.6	-9.1
CN(Cc1ccccc1)C(=O)c1cc2c(s1)-c1ccc(Cl)cc1SC2	3.9	-0.3	0.1	3.4	0.8	-1.4	x	-0.3	-20.4
Fc1ccc(/C=N/Nc2nc(-c3cccnc3)nc3ccccc23)cc1	-12.7	5.1	0.6	0.5	1.6	-2.9	-18.9	-1.3	-10.8
CCCCn1c(=O)[nH]c(=O)c2c1nc(-c1ccc(CC)c([N+](=O)[O-])c1)n2C	-7.7	-3.6	-21.5	-1.1	0.2	-7.3	x	x	x
CCN(CC)CCNC(=O)C1c2cc(OC)c(OC)cc2C(=O)N2CCc3ccccc3C12 (configuration not stated)	-10.3	12.8	9.6	-1.0	0.2	2.6	-3.2	0.1	9.3
COc1cc(C)ccc1OCc1cc(C(=O)NCCN2CCCC(O)C2)no1 (configuration not stated)	-15.6	-4.0	5.0	-0.5	-0.4	1.7	-4.7	-0.1	-7.3
COc1ccc(OC)c(NC(=O)COc2coc(CN3CCCc4ccccc43)cc2=O)c1	15.8	9.2	-9.0	7.4	0.1	-6.4	x	x	-8.7
COc1ccc(-c2nn(-c3ccccc3)cc2C(=O)NCCCn2ccnc2)cc1	-24.5	-4.7	-37.9*	1.1	0.2	-4.7	30.0*	-0.6	11.9
CC(NC(=O)CNC(=O)C1CCCCC1)c1ccc(S(N)(=O)=O)cc1 (configuration not stated)	17.6	4.0	7.4	-2.8	0.2	-3.6	-3.6	0.8	-19.9
COc1ccc(/C=N/NC(=O)c2cccc(NC(C)=O)c2)c(OC)c1	x	-0.6	4.2	0.9	-0.2	-3.9	-4.3	-0.9	-5.6
Cc1ccsc1CCN1C(=O)N(c2ccccc2)C(=O)C1CC(=O)Nc1ccc(Cl)cc1 (configuration not stated)	-12.6	0.2	-35.7*	9.4	2.6	-4.8	x	0.9	x
CN(C(=O)c1ccc(F)c(S(=O)(=O)N2CCOCC2)c1)C1CCCCC1	-2.0	-5.3	12.1	4.2	0.6	-2.1	2.5	0.3	-7.6
NC1CCN(c2c(F)cc3c(=O)c(C(=O)O)cn(C4CC4)c3c2Cl)C1 (configuration not stated)	7.6	-1.1	-10.3	2.4	0.2	-2.9	1.5	-0.7	-7.7
COCCN(C(=O)Cn1nnc2ccccc21)C(C(=O)NC1CCCC1)c1cccc(OC)c1OC (configuration not stated)	1.9	3.0	2.4	0.3	-0.1	1.2	x	x	-11.6
CCc1cccc(C)c1NC(=O)C1=C(C)C(=O)OC12CCC(C)CC2 (configuration not stated)	0.9	2.2	-0.3	1.5	-0.3	-3.1	x	0.3	2.2
COCCN(C(=O)CCC(=O)Nc1nccs1)C(C(=O)NCCC(C)C)c1ccc(OC)cc1 (configuration not stated)	9.6	-1.7	-4.1	4.3	-1.4	-6.0	-7.8	-1.7	-9.7
CCc1nn(CC(=O)NCc2ccco2)c(=O)c2cc3cc(F)ccc3n12	6.8	4.8	23.3	6.2	-0.1	2.5	x	-0.5	-5.9
CCOC(=O)C1CCCN(S(=O)(=O)c2cnc(Cl)c(Br)c2)C1 (configuration not stated)	4.1	18.5	-13.0	7.6	-2.8	-6.0	1.2	10.4	0.1
COc1cccc(C(=O)NCCS(=O)(=O)NCc2cccnc2)c1	3.0	-3.8	-1.8	1.0	-0.4	-2.9	10.3	-0.1	5.1

Profiles from above:
CCc1ccccc1NC(=O)N[C@H](C(=O)O)C(C)CC (some centres not stated) is entered as D2 potentiator: -9.6; TRHR enhancer: 5.4; D1 antag: 4.3; D1 ag: 3.4; TRHR agonist: 1.3; D1 potentiator: -0.3; D2 antagonist: -6.0; D2 agonist: 0.6; RXFP1 antag: -9.1
NC1CCN(c2c(F)cc3c(=O)c(C(=O)O)cn(C4CC4)c3c2Cl)C1 (configuration not stated) is entered as D2 potentiator: 7.6; TRHR enhancer: -1.1; D1 antag: -10.3; D1 ag: 2.4; TRHR agonist: 0.2; D1 potentiator: -2.9; D2 antagonist: 1.5; D2 agonist: -0.7; RXFP1 antag: -7.7

(next part)
SMILES	D2 potentiator	TRHR enhancer	D1 antag	D1 ag	TRHR agonist	D1 potentiator	D2 antagonist	D2 agonist	RXFP1 antag
Nc1ccc(O)c(-c2nc3ccccc3s2)c1	4.4	3.6	-9.3	1.6	0.2	1.4	-1.0	0.0	4.0
COc1ccccc1Nc1ncnc2c1oc1ccccc12	-11.0	-3.1	-13.8	-0.6	-0.8	-1.3	-12.1	-1.0	-5.0
COc1ccc2nc(SC(C)C(=O)NC3CCCCC3)[nH]c2c1 (configuration not stated)	15.3	-6.3	-16.2	1.9	-0.1	-8.9	-5.2	-0.9	5.2
Cc1cc(C(=O)NC2CC(C)(C)Cc3c2cnn3-c2ccccc2)n(C)n1 (configuration not stated)	1.2	2.2	-0.1	1.1	-0.2	-1.6	-3.0	0.6	1.4
COC(=O)c1ccc(N2CCN(S(=O)(=O)c3ccc(C)cc3)CC2)c([N+](=O)[O-])c1	7.8	-1.4	-16.3	7.1	0.0	-4.7	-2.3	-0.4	-6.8
O=C(CNc1ccc2c(c1)OCO2)N/N=C\c1ccccc1Cl	-10.0	-4.6	8.8	1.0	0.0	0.1	-0.6	0.5	-15.3
O=C(Nc1c(C(=O)N2CCN(c3ccccc3F)CC2)oc2ccccc12)c1ccc(Br)o1	3.7	1.1	10.1	1.1	-0.1	0.3	x	3.2	-34.9
O=C(NC(=S)Nc1ccc(NC(=O)c2ccco2)cc1)c1ccccc1	18.5	0.1	-12.8	6.4	1.0	0.7	-0.7	0.8	x
COc1ccccc1S(=O)(=O)Cc1ccc(C(=O)NC2CCCCC2)o1	4.3	-3.5	4.3	1.1	-0.1	-4.9	-1.9	0.2	4.8
CN(C)S(=O)(=O)c1cccc(NC(=S)NC2CCCCC2)c1	-14.2	1.1	-4.2	10.2	-0.1	1.8	29.0	0.8	9.3
Cc1cc(C)c(NC(=O)CSc2nc3ccccc3nc2N2CCCCC2)c(C)c1	-1.3	-2.8	15.2	0.7	-0.2	6.6	x	-0.2	-4.3
COc1cc2c(cc1NC(=O)C(C)Sc1cccc[n+]1[O-])oc1ccccc12 (configuration not stated)	-12.0	3.4	-9.2	10.3	0.2	-3.0	-21.1	-0.4	8.1
CCOc1ccc(-n2c(SC(C)C)nc3c(c2=O)SCC3)cc1	6.4	-2.8	-8.6	5.0	1.0	-4.2	10.2	-1.7	-39.9
CC(=O)NC1C(c2nc3ccccc3s2)=C(c2ccccc2)C(=O)N1c1ccc(C)cc1 (configuration not stated)	-0.8	-2.2	10.8	1.0	-0.6	-6.8	8.5	-1.7	-11.4
c1ccc(CCNc2c3c(nc4ncnn24)CCC3)cc1	4.6	-2.4	-3.7	9.0	-0.1	-5.4	5.2	1.1	-3.6
N#Cc1ccc(-c2cccs2)nc1SCC(=O)Nc1cccc(C(F)(F)F)c1	11.7	1.5	5.9	4.4	1.3	-0.5	x	1.1	x
CS(=O)(=O)N(CC(=O)O)c1cccc(Cl)c1	x	9.2	-5.7	-0.1	1.1	-5.9	-4.4	-0.1	-2.9
CCCCn1c(N)c(N(CC)C(=O)c2cc(OC)cc(OC)c2)c(=O)[nH]c1=O	-17.6	4.6	-5.6	3.2	0.6	3.0	16.1	-0.2	-16.6
Cc1ccc(C)c(Cn2c(CN(C)Cc3ccccc3)nc3c2c(=O)n(C)c(=O)n3C)c1	6.8	0.4	30.0	11.9	-0.7	1.6	3.5	1.0	-3.5
CC1=CC(=C2C(=O)c3ccccc3C2=O)C=C(C)N1Cc1ccco1	-2.6	-0.5	-9.0	0.7	-0.3	-2.7	2.7	0.0	-8.3
O=C(COc1cccc(Br)c1)N/N=C1\CCCc2ccccc21	-3.8	-12.9	2.5	1.2	1.7	-2.1	7.5	2.6	-9.2
Nc1nc(CN2CCN(c3ccccn3)CC2)nc(Nc2ccc(Cl)cc2)n1	-27.7	-3.5	1.3	0.1	-1.4	-3.4	73.8*	90.4*	-3.4
COc1ccc(C(=O)NC2CCc3ccccc32)cc1OC1CCN(C(C)C)CC1 (configuration not stated)	9.0	6.9	-20.9	2.9	0.6	-1.9	-6.0	0.6	2.2
CCN(CC)c1ncnc2sc(C(=O)N3CCN(c4ccccc4)CC3)c(C)c12	15.5	-3.9	-6.1	-0.2	-1.6	0.3	-8.9	-0.7	-2.1
Clc1cccc(CSc2ncn(-c3ccccc3)n2)c1	4.9	-8.8	1.3	4.6	3.3	-5.3	7.5	-0.3	-8.0
CCCn1c(SCC(=O)N(C)CC(=O)Nc2ccc(Cl)cc2)n[nH]c1=O	3.8	3.9	14.0	3.5	-0.5	1.3	5.1	-0.5	5.3
CSc1ccccc1C(=O)N1CCCCC1	-3.1	0.7	x	-1.0	0.5	-5.2	-11.4	1.7	6.2
COc1ccc(C(=O)C2CCCN(C(=O)CCC3=NNC(=O)CC3)C2)c(C)c1 (configuration not stated)	-7.5	14.2	-4.4	3.0	0.3	1.1	-3.3	-0.6	2.8
CCOCCCNC(=O)c1ccc(N2CCCC2)c(NS(=O)(=O)c2ccc(C)cc2)c1	3.2	-26.4	-15.1	-1.7	1.4	-5.5	2.2	-1.6	5.0
O=C1CCCN1CCCNS(=O)(=O)c1ccc(Br)s1	-12.2	-2.8	2.8	-0.1	-0.2	-3.5	-4.4	0.0	-12.6

Random excerpt: 3 compounds from above.
SMILES	D2 potentiator	TRHR enhancer	D1 antag	D1 ag	TRHR agonist	D1 potentiator	D2 antagonist	D2 agonist	RXFP1 antag
Cc1ccc(C)c(Cn2c(CN(C)Cc3ccccc3)nc3c2c(=O)n(C)c(=O)n3C)c1	6.8	0.4	30.0	11.9	-0.7	1.6	3.5	1.0	-3.5
CCCCn1c(N)c(N(CC)C(=O)c2cc(OC)cc(OC)c2)c(=O)[nH]c1=O	-17.6	4.6	-5.6	3.2	0.6	3.0	16.1	-0.2	-16.6
COc1cc2c(cc1NC(=O)C(C)Sc1cccc[n+]1[O-])oc1ccccc12 (configuration not stated)	-12.0	3.4	-9.2	10.3	0.2	-3.0	-21.1	-0.4	8.1
